Imprint erasure = inducers of genomic imprint erasure in mouse ES cells. 110,000 compounds, 0.02% hits. mouse ES Peg3-LacZ reporter, beta-gal luminescence, 40 h. Potency, µM (highest dose often 60.7 µM), for inactives: at the top dose activity change, positive = activation, hits mostly activators. AID 1948;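 also: 0% = negative control wells on the plate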
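Readout: BetaGlo luminescence (5 min, room temp) for LacZ from the normally silent maternal Peg3 allele in female Peg3LacZ-Neo ES cells. Cells 300/well, 40 h, 37C, 5% CO2. Data normalized per plate to negative controls.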
IkB signaling = inhibitors of IkB signaling in ABC-DLBCL cells | ABC-DLBCL IkBa-CBG/CBR dual luciferase ratio, 4 h; response scale: scaled: untreated 0%, proteasome inhibitor 100% | Potency, µM (top dose mostly 57.1 µM), for the others: top-dose IkBa stabilization activation | 110,000 compounds, 0.04% hits; active = well fitted curve in the direction sought with a large enough effect in the signal ratio, not every such curve was filed as active; inconclusive = small, poorly fitted or top-dose-only effect, or a change in a side signal; the % refers to the signal ratio;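 also: the direction sought is a rising ratio; 0% = basal untreated cells and 100% = reference inhibitor full response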
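In this assay, an IκBα–CBG68 fusion accumulates when IKK-driven degradation is blocked; native CBR normalizes for cell number. OCI-Ly3 cells were treated 4 h with compound and doxycycline, then green and red light read after Chroma-Glo addition.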
p53ts 39C tox = kills p53ts cells at the nonpermissive temperature | H1299-p53A138V viability at 39C, ATP luminescence, 24 h | Potency, µM (titrated, usually from 46.1 µM), for inactives: at the top dose activity change, negative = cell killing, most hits filed as cytotoxic | 130,000 compounds, 1.5% hits | AID 902; also: nearly all actives have a fitted effect of over 55% in size
p53ts 32C kill = kills p53ts cells at the permissive temperature | Potency, µM (series often up to 46.1 µM), for the others: top-dose activity change, negative = cytotoxicity, most hits filed as cytotoxic | H1299-p53A138V at 32C, ATP luminescence viability, 24 h | 130,000 compounds, 0.93% hits;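 also: 0% = DMSO and -100% = full killing by reference compound; nearly all actives have a fitted effect of over 55% in size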
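H1299-p53 A138V cells (temperature-sensitive p53) exposed 24 h to up to 46 uM compound at 32C, where p53 is wild-type in conformation. Viability read as ATP luminescence and normalised to DMSO and 100 uM tamoxifen. AC50 fitted with the Hill equation.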
* hit, by the source's call; ? = inconclusive; . = not tested or not shown; & = joins results of further samples; [ ] = another dose, or the depositor's remark. Unless noted, calls follow the shape of the dose curve; as a rule, active = well fitted curve in the direction sought with a large enough effect; inconclusive = small, poorly fitted or top-dose-only effect, or another doubt; inactive = no such curve, though single readings can be large; an effect the other way counts as inactive or inconclusive. Unless noted, % is scaled to controls: 0 for no effect and ±100 for the full control effect; potency is read from the fitted curve at half-maximal effect.

SMILES	Imprint erasure	IkB signaling	p53ts 39C tox	p53ts 32C kill
COc1ccc(NC(=O)C(NC(=O)/C=C\c2ccc3c(c2)OCO3)c2ccc(OC)cc2)cc1 (configuration not stated)	9%[10.9 µM]	-0.4%	19%	2%
COc1ccc(OCC(=O)Nc2ccc(-c3nc4cc(C)cc(C)c4o3)cc2)cc1	-14%[10.9 µM]	3.8%	-4%	-9%
COC(=O)c1c(NC(=O)CN2C(=O)NC3(CCC(C(C)(C)C)CC3)C2=O)sc2c1CCCCC2 (configuration not stated)	.	.	6%	4%
CC1CCCC(C)N1C(=O)CSc1nnc(-c2c[nH]c3ccccc23)o1 (configuration not stated)	-8%	0.5%	-4%	-7%
O=c1nc2scc(-c3ccccc3)n2c2ccccc12	-5%	0.5%	-16%	-22%
COc1cccc(CN(C)CC(=O)NC(=O)NCc2ccco2)c1	-17%	0.3%	1%	2%
CC(=O)NCCn1c(SCC(=O)NCc2ccco2)nc2ccccc2c1=O	-5%	-1.0%	1%	5%
COc1ccc(S(=O)(=O)Nc2cccc(-c3ccc(N4CCCCC4)nn3)c2)cc1F	-12%[10.9 µM]	-0.5%	13µM*	13µM*
Cc1cccc(C2Nc3ccccc3C(=O)N2CCc2ccccc2)n1 (configuration not stated)	-17%	-0.6%	-17%	-16%
Cc1ccc(NC(=O)CSc2nncn3c2cc2sccc23)cc1F	-5%[10.9 µM]	?	-59%	-28%
COc1ccc(OCC(=O)N2CCN(C(=O)COc3ccccc3)CC2)cc1	-11%	-1.1%	3%	-29%
CCN(CC)C(=O)CSC1=Nc2ccccc2C2=NC(Cc3c[nH]c4ccccc34)C(=O)N12 (configuration not stated)	0%	3.2%	-5%	4%
Cc1ccc(C(C)C)cc1S(=O)(=O)NCc1cccnc1	-12%	0.7%	1%	-4%
COc1ccc(N2CC(NC(=O)C3CCCC3)CC2=O)cc1OC (configuration not stated)	-6%[10.9 µM]	?	-2%	0%
CCn1c2ccccc2c2nn(C)c(=N)nc21	-15%	1.3%	-9%	-10%
CC(=O)c1cc2c(cc1NC(=O)CN1CCCCC1C)OCO2 (configuration not stated)	-14%	-4.5%	8%	4%
C[N+](C)(C)CC(=O)N/N=C\c1c(O)ccc2ccccc12	-8%[10.9 µM]	1.8%[11.4 µM]	-3%[9.22 µM]	-2%[9.22 µM]
Cn1ccnc1C[C@@](C)(O)c1ccccc1	3%[10.9 µM]	0.6%[11.4 µM]	-5%[9.22 µM]	-1%[9.22 µM]
CN1C(=O)CSc2ccc(NC(=O)N3CCOCC3)cc21	10%	2.0%	-4%	-9%
O=C1C(Cl)=C(N2CCCCC2)C(=O)C(Cl)=C1c1cnc(N2CCCCC2)s1	.	.	11%	7%
Cc1cc(OC(C)C(=O)Nc2cccc(-c3nc4ccccc4o3)c2)cc(C)c1Cl (configuration not stated)	-27%[10.9 µM]	8.5%	34%[activator]	1%
CCOC(=O)C1CCN(C(=O)c2cccc(Cl)c2)CC1	14%	-0.8%	10%	7%
Cc1ccc(NC2=NCCC2)cc1Cl	.	.	-25%	-14%
Cc1ccc(S(=O)(=O)c2[nH]c(-c3ccccc3)nc2SCC(=O)O)cc1	-9%[10.9 µM]	?	-10%	7%
O=C(O)Cc1ccc(NC(=O)C2CC=CCC2C(=O)O)cc1 (configuration not stated)	6%	-2.8%	3%	-2%
Next entries:
SMILES	Imprint erasure	IkB signaling	p53ts 39C tox	p53ts 32C kill
Cc1ccc(S(=O)(=O)c2c(Nc3cc(C)ccc3C)sc(C(=O)c3ccc4c(c3)OCO4)c2N)cc1	-4%[10.9 µM]	-1.2%	5%	-1%
CCc1ccc(-c2nc3cc(NC(=O)c4ccc(C)c(C)c4)ccc3o2)cc1	-6%[10.9 µM]	-3.2%	-5%	-2%
COc1cccc(NC(=O)CCN2CCC(C(N)=O)CC2)c1	-10%	1.5%	20%	5%
COc1cc(/C=c2\s/c(=C(/C#N)C(=O)N3CCCC3)n(-c3ccccc3)c2=O)ccc1O	-5%	0.2%	-9%	-4%
CCc1nc2c3cnn(-c4cc(Cl)ccc4C)c3ncn2n1	-8%	-0.4%	11%	-3%
Cc1ccccc1NC(=O)c1sc2nc(N3CCOCC3)c3c(c2c1N)CC(C)(C)OC3	-7%[10.9 µM]	-3.5%	12%	1%
N#Cc1ccc(C(=O)N2CCN(c3nc4ccc(F)cc4s3)CC2)cc1	-7%[10.9 µM]	?	-15%	7%
CCOC(=O)c1c(C)n(C)c2ccc(OCC(O)Cn3c(C)nc4ccccc43)cc12 (configuration not stated)	-22%	?	-1%	11%
COc1ccc(-c2nc(C)c(CCNC(=O)C(=O)Nc3cc(C)cc(C)c3)s2)cc1OC	-9%[10.9 µM]	-0.5%	-18%	6%
O=C(NCC(c1ccc2c(c1)OCO2)N1CCN(c2ccccc2)CC1)C(=O)Nc1ccc(F)cc1 (configuration not stated)	13%[10.9 µM]	?	-16%	-9%
O=C(O)[C@@H](O)Cc1ccccn1	-7%[10.9 µM]	-1.1%[11.4 µM]	3%[9.22 µM]	-1%[9.22 µM]
COc1ccc(-c2cc(C(=O)Oc3ccc(C)cc3)c3cc(C)ccc3n2)cc1	-12%[10.9 µM]	?	2%	-7%
CC(C)[C@H](CO)Nc1nc(Nc2cc(N)cc(Cl)c2)c2ncn(C(C)C)c2n1	-24%	?	-94%	62%[activator]
N[C@]1(C(=O)O)CCc2cc(C(=O)O)ccc21	-7%	0.7%&3.5%	-8%	7%
CCOC(=O)c1c(C)[nH]c(C(=O)OC)c1CCC(=O)OC	6%	-3.7%	9%	8%
Cc1n[nH]c(C)c1S(=O)(=O)N1CCC(C(=O)O)CC1	5%	0.2%	2%	1%
FC(F)(F)c1ccccc1-c1nccc(NCc2ccccc2)n1	-14%	2.2%[11.4 µM]	-15%	-17%
COc1ccc(NC(=O)c2nnn(CC(=O)Nc3ccc(C)c(C)c3)c2N)cc1OC	-3%[10.9 µM]	1.9%	8%	4%
Cc1ccccc1NC(=O)N1C2CCCC1CC(NC(=O)C(C)(C)C)C2 (configuration not stated)	-3%	0.7%	-2%	4%
CCN1C(=C2C(=O)c3ccccc3C2=O)C=Cc2ccccc21	-14%	-3.4%	2%	-7%
Cc1ccc(Cl)cc1NS(=O)(=O)c1cc2c3c(c1)CC(=O)N3CCC2	-16%[10.9 µM]	0.9%	-9%	-8%
CCCN(CCC)c1cc(C)nc2nc(-c3ccc(C(C)(C)C)cc3)nn12	-5%[10.9 µM]	-0.2%	9%	2%
COc1ccccc1CNC(=O)CS(=O)Cc1nc(-c2ccccc2C)oc1C (configuration not stated)	-17%	2.1%	2%	1%
CC(C)(C)c1ccc(O)c(O)c1	-34%[inhibitor]	?	5%	11%[1.84 µM]
Cn1c(=O)n(CCc2ccccc2)c(=O)c2c1nc1n2CCCN1c1ccccc1	-23%	-2.8%	26%	10%
The list goes on:
SMILES	Imprint erasure	IkB signaling	p53ts 39C tox	p53ts 32C kill
Cc1ccc(C)n1-c1cccc(C(=O)O)c1	-9%	-0.1%	-1%	4%
O=C(NC(Cc1ccccc1)C(=O)N1CCCC1C(=O)O)c1ccccc1 (configuration not stated)	-4%	2.7%	4%	-5%
Cc1ccc(C)c(NC(=O)C2CCCN(S(=O)(=O)c3ccc4[nH]c(=O)ccc4c3)C2)c1 (configuration not stated)	-19%[10.9 µM]	-1.7%	?	-20%
CC(C)C(C(=O)NCC1CCCO1)N(Cc1ccco1)C(=O)CNS(=O)(=O)c1ccccc1 (configuration not stated)	-9%	-1.3%	-5%	2%
CC1CN(C(=O)c2cccs2)CCN1C(=O)c1cccs1 (configuration not stated)	-13%	-0.2%	12%	16%
CCOc1cc2[nH]c(=O)n(CCCCC(=O)N3CCN(c4ccccc4OC)CC3)c(=O)c2cc1OCC	-10%[10.9 µM]	?	-22%	9%
O=C(Nn1c(-c2ccccc2)nc2ccccc2c1=O)c1ccco1	-29%	?	39%[activator]	10%
COc1ccc2cc(CCNS(=O)(=O)c3ccc(C)cc3)c(=O)[nH]c2c1	6%[10.9 µM]	2.0%	-1%	13%
CCOC(=O)c1ccc(CC(=O)c2oc3cc(O)ccc3c2C)o1	-24%	?	11%	-12%
Oc1c(C(c2cccs2)N2CCN(c3cccc(Cl)c3)CC2)sc2ncnn12 (configuration not stated)	-11%	-0.6%	14%	11%
CC(=O)N1CC2(C)CN(C(C)=O)CC(C)(C1)C2O (configuration not stated)	-3%	0.2%	11%	-3%
CCN1CCN(c2cc(C)c3cc(NC(=O)c4cccc(Cl)c4)ccc3n2)CC1	2%[10.9 µM]	?	2.5µM*	14µM*
Cc1oc(-c2cccc(Cl)c2)nc1CN1CCCC(C(=O)NCc2ccc(Cl)cc2)C1 (configuration not stated)	-16%[10.9 µM]	?	?	-4%
CCc1nnc(NC(=O)C2CCCN2S(=O)(=O)c2ccc(F)cc2)s1 (configuration not stated)	8%	0.1%	6%	3%
O=C(c1ccc2c(c1)N(Cc1ccc(Cl)cc1)C(=O)c1ccccc1S2(=O)=O)N1CCC(Cc2ccccc2)CC1	-27%[10.9 µM]	?	-13%	-1%
O=C(CN(C1CCCCC1)S(=O)(=O)c1ccc(Cl)cc1)NCc1ccncc1	5%	3.1%	-1%	4%
CCN(CC)c1ccc(/C=N/n2nnnc2N)c(O)c1	-20%	-2.0%	-4%	25%
COc1ccc(NC(=O)CCn2cccc2)cc1	.	.	0%	7%
Cc1cc(N2CCN(C)CC2)nc2ccc(NC(=O)Nc3ccc(F)cc3)cc12	-10%[10.9 µM]	?	?	-13%
CC(C)Cc1cc(C(=O)NCc2cccs2)no1	-17%	?	-8%	-12%
COc1cc(OC)cc(C(=O)Nc2ccc(-c3nc4ccccc4s3)cc2C)c1	-13%[10.9 µM]	-3.4%	11%	-2%
CCOc1cc(Br)c(C(=O)O)cc1OCC	2%	3.0%	2%	14%
CCOc1ccccc1N(C)C(=O)c1cc(S(=O)(=O)NCCc2ccc(Cl)cc2)ccc1F	8%[10.9 µM]	?	-5%	31%[activator]
Cc1ccc(NC(=O)CSc2ncc3c(n2)-c2ccc(Cl)cc2N(C)S3(=O)=O)cc1F	2%[10.9 µM]	1.9%	-17%	0%
Cc1ccc2nc(-c3ccc(Cl)s3)c(Nc3ccc4c(c3)OCCO4)n2c1	6%[10.9 µM]	?	-15%	-5%

Taken from the listing, 14 compounds:
SMILES	Imprint erasure	IkB signaling	p53ts 39C tox	p53ts 32C kill
CCN1CCN(c2cc(C)c3cc(NC(=O)c4cccc(Cl)c4)ccc3n2)CC1	2%[10.9 µM]	?	2.5µM*	14µM*
Cc1oc(-c2cccc(Cl)c2)nc1CN1CCCC(C(=O)NCc2ccc(Cl)cc2)C1 (configuration not stated)	-16%[10.9 µM]	?	?	-4%
CCc1nnc(NC(=O)C2CCCN2S(=O)(=O)c2ccc(F)cc2)s1 (configuration not stated)	8%	0.1%	6%	3%
O=C(c1ccc2c(c1)N(Cc1ccc(Cl)cc1)C(=O)c1ccccc1S2(=O)=O)N1CCC(Cc2ccccc2)CC1	-27%[10.9 µM]	?	-13%	-1%
O=C(CN(C1CCCCC1)S(=O)(=O)c1ccc(Cl)cc1)NCc1ccncc1	5%	3.1%	-1%	4%
CCN(CC)c1ccc(/C=N/n2nnnc2N)c(O)c1	-20%	-2.0%	-4%	25%
COc1ccc(NC(=O)CCn2cccc2)cc1	.	.	0%	7%
Cc1cc(N2CCN(C)CC2)nc2ccc(NC(=O)Nc3ccc(F)cc3)cc12	-10%[10.9 µM]	?	?	-13%
CC(C)Cc1cc(C(=O)NCc2cccs2)no1	-17%	?	-8%	-12%
COc1cc(OC)cc(C(=O)Nc2ccc(-c3nc4ccccc4s3)cc2C)c1	-13%[10.9 µM]	-3.4%	11%	-2%
CCOc1cc(Br)c(C(=O)O)cc1OCC	2%	3.0%	2%	14%
CCOc1ccccc1N(C)C(=O)c1cc(S(=O)(=O)NCCc2ccc(Cl)cc2)ccc1F	8%[10.9 µM]	?	-5%	31%[activator]
Cc1ccc(NC(=O)CSc2ncc3c(n2)-c2ccc(Cl)cc2N(C)S3(=O)=O)cc1F	2%[10.9 µM]	1.9%	-17%	0%
Cc1ccc2nc(-c3ccc(Cl)s3)c(Nc3ccc4c(c3)OCCO4)n2c1	6%[10.9 µM]	?	-15%	-5%

Bioassay records deposited in PubChem BioAssay by National Center for Advancing Translational Sciences (NCATS).
